CHT allo act: CHT positive allosteric modulators, primary screen, cell-based, membrane potential dye, choline EC20 | High affinity choline transporter 1 (Homo sapiens), Q9GZV3 | CHT-expressing cells; active compounds read high; LV-AA mutant CHT in HEK293 cells | B-score at 10 µM | 310,000 compounds, 0.49% hits | AID 488977, 2010;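 active means initial fluorescence not abnormally high and integrated response B-score, plate-corrected, over 3 SD above library mean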
Target sequence (Q9GZV3 whole entry, looked up): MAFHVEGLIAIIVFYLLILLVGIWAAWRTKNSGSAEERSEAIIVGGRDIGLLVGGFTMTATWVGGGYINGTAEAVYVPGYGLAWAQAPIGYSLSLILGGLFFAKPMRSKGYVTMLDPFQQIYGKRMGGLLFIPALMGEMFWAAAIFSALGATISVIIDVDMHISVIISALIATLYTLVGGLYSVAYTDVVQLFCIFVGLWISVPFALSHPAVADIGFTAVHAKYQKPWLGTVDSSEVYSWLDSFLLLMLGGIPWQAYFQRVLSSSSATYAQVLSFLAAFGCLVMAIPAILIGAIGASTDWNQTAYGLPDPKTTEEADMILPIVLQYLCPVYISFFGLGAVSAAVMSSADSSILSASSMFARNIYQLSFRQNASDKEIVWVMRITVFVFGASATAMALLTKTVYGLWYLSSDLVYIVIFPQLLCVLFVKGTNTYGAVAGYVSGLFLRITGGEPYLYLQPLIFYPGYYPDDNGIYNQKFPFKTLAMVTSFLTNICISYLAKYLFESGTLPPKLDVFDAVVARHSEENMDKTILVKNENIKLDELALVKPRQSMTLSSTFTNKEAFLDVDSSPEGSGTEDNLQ
OX1R antagonist: OX1R (HCRTR1) antagonists, primary screen, fluorescence, CHO/OX1R cells, Fluo-8 calcium, orexin A. Orexin/Hypocretin receptor type 1 (Homo sapiens), O43613. Fluo-8 calcium fluorescence. inhibition, % at 5 µM. 330,000 compounds, 0.43% hits. AID 434989, 2010;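 active means inhibition above its plate's threshold, mean inhibition of all tested compounds on the plate plus 3 SD, cut at about 37% in these data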;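 further: 0% = orexin A challenge wells and 100% = SB-334867-A antagonist wells; not every result past the cut was called active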
Target sequence (O43613 whole entry, looked up): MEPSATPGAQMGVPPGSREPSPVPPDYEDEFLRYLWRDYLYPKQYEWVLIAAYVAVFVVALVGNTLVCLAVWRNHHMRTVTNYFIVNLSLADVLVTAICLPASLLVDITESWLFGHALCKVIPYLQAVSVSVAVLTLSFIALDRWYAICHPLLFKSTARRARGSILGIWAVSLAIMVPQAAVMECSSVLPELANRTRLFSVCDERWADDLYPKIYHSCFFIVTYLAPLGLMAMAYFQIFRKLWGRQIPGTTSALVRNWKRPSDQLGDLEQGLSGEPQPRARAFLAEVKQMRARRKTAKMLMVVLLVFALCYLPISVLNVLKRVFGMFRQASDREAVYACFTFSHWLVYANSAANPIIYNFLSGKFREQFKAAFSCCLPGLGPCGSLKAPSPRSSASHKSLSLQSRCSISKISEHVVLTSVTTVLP
Active calls of the source: *.

`O=C(OCC(=O)N1CCOCC1)c1ccccc1OCc1ccc(Cl)cc1` gave OX1R antagonist -31.
For C[C@H]1C[C@H]2[C@@H]3CCC4=CC(=O)C=C[C@]4(C)[C@@]3(Cl)[C@@H](O)C[C@]2(C)[C@@]1(O)C(=O)CO the results were CHT allo act inactive and OX1R antagonist -1.
Screening CCOc1ccccc1NC(=O)COc1cccnc1[N+](=O)[O-] returned OX1R antagonist -12.
For Cc1nnc(SC(C)C(=O)Nc2ccc(S(=O)(=O)N3CCCCC3)cc2)s1 (configuration not stated) the results were CHT allo act inactive and OX1R antagonist -17.
Screening Cc1ccccc1NC(=S)NCc1ccc2c(c1)cc(C)n2C returned CHT allo act inactive and OX1R antagonist -21.
`CCOC(=O)C1=C(CS(=O)(=O)c2ccccc2)NC(=O)NC1c1ccccc1OC` (configuration not stated) gave CHT allo act inactive and OX1R antagonist -8.
For O=C(c1ccc(F)cc1)N1CCOC(c2nc(-c3ccc(F)cc3)no2)C1 (configuration not stated) the results were CHT allo act inactive and OX1R antagonist -31.
Cc1ccc(-c2c(C)n([O-])c3c([n+]2=O)CCCCC3)cc1 was read as CHT allo act inactive and OX1R antagonist -4.
For CCN(c1ccccc1)S(=O)(=O)c1ccc(N)c(OC)c1 the results were CHT allo act inactive and OX1R antagonist -20.
For Cn1c(N)c(C(=O)COC(=O)CCc2ccccc2)c(=O)n(C)c1=O the results were CHT allo act inactive and OX1R antagonist -6.
`O=C(O)c1cccc(S(=O)(=O)Nc2ccccc2Cc2ccccc2)c1` gave CHT allo act inactive and OX1R antagonist -18.
`COc1cc(/C=N/N=C2/C(=O)Nc3ccccc32)ccc1O` gave CHT allo act inactive and OX1R antagonist -3.
`CCC1CCc2sc(C(=O)NCC(c3ccc(OC)cc3)N3CCCC3)cc2C1` (configuration not stated) gave CHT allo act inactive and OX1R antagonist -40.
O=C(NN1CCOCC1)c1ccc(Cl)s1 was read as CHT allo act inactive and OX1R antagonist -3.
COc1ccc(OC)c(NC(=O)c2ccc(OCC(=O)N3CCOCC3)c(OC)c2)c1 was read as CHT allo act inactive and OX1R antagonist -16.
`COCCn1c(SCC(=O)N2CCCCC2)nc2c(c1=O)SCC2` gave CHT allo act inactive and OX1R antagonist -19.
For Cc1[nH]c2ccccc2c1/C=N/NC(=O)c1cccc(F)c1 the results were CHT allo act inactive and OX1R antagonist -14.
For CCN1CCN(c2nc3ccccc3nc2C(C#N)S(=O)(=O)c2ccc(C)cc2)CC1 (configuration not stated) the results were CHT allo act inactive and OX1R antagonist -9.
`COc1ccc(-n2c(-c3cccc(OC)c3)nc(=S)c3c2CCCC3)cc1` gave CHT allo act inactive and OX1R antagonist -33.
`O=C(CNCc1cccs1)Nc1ccc(OC(F)(F)F)cc1` gave CHT allo act inactive and OX1R antagonist -10.
Screening CN(C)CCNC(=O)C1CC(=O)N(c2ccc(F)c(Cl)c2)C1 (configuration not stated) returned CHT allo act inactive and OX1R antagonist 5.
`COc1ccc2nc(SCC(=O)N(C)C3CCCCC3)[nH]c2c1` gave OX1R antagonist -2.
`CC(C)n1cc(CN2CCC(n3nccc3NC(=O)C3CCCC3)CC2)cn1` gave CHT allo act inactive and OX1R antagonist -4.
Screening CCC(C)N1CCC2(CC1)N=c1c(c3c4c5c(C)c(O)c3c(O)c1=NC(=O)C(C)=CC=C[C@H](C)[C@H](O)[C@@H](C)[C@@H](O)[C@@H](C)[C@H](OC(C)=O)[C@H](C)[C@@H](OC)C=CO[C@@](C)(O5)C4=O)N2 (some centres not stated) returned CHT allo act inactive and OX1R antagonist -24.
Screening O=C(CCc1ccc(S(=O)(=O)N2CCOCC2)cc1)OCC(=O)c1ccccc1F returned OX1R antagonist -8.
`CC(C)(C)c1ccc(OCCSc2nc3ccccc3n2CC(=O)O)cc1` gave CHT allo act inactive and OX1R antagonist -2.
CC(NS(=O)(=O)c1ccc(Cl)cc1)C(=O)OCC(=O)c1ccc[nH]1 (configuration not stated) was read as OX1R antagonist -6.
Screening O=c1c2ccccc2nc2ccc(NCc3ccco3)nn12 returned CHT allo act inactive and OX1R antagonist -36.
Screening CN1CCN(C(=O)c2cnn3c(C(F)(F)F)cc(-c4cccs4)nc23)CC1 returned CHT allo act inactive and OX1R antagonist -2.
Screening CCOc1ccc(NC(=O)CN(C)C(=O)c2ccc3c(c2)C(=O)N(CCC(C)C)C3=O)cc1OCC returned CHT allo act inactive and OX1R antagonist -26.
For O=[N+]([O-])c1cccc(-c2nc(Oc3ccc(Cl)cc3)c3ccccc3n2)c1 the results were CHT allo act inactive and OX1R antagonist -15.
`CCOC(=O)C1CCN(c2cc3c(cc2NC(=O)c2ccccc2OCC)n(C)c(=O)n3C)CC1` gave CHT allo act inactive and OX1R antagonist 34.
Screening CCN(CC)CC(=O)Nc1cccc(S(=O)(=O)N2CCCC2)c1 returned CHT allo act inactive and OX1R antagonist -14.
`COc1ccc(S(=O)(=O)N2c3ccccc3NC(=O)CC2C)cc1` (configuration not stated) gave CHT allo act inactive and OX1R antagonist -6.
`CCOc1c(N2CCCCC2)c(=O)c1=O` gave CHT allo act inactive and OX1R antagonist -22.
COc1ccc(-n2c(SCC(N)=O)nnc2-c2cccnc2)cc1 was read as CHT allo act inactive and OX1R antagonist -15.
For C/C(CC(=O)NC12CC3CC(CC(C3)C1)C2)=N\NC(=O)c1ccc(F)cc1 the results were CHT allo act inactive and OX1R antagonist -20.
Screening CCOc1cc(C(=O)CCC(=O)OCC(=O)Nc2ccc(C)c(S(=O)(=O)N(C)C)c2)ccc1O returned CHT allo act inactive and OX1R antagonist 10.
O=C1CC(Sc2ccc(Cl)cc2)C(=O)N1c1ccc2c(c1)OCCO2 (configuration not stated) was read as CHT allo act inactive and OX1R antagonist -18.
`Cc1cc(C(=O)OCC(=O)N2CC(C)OC(C)C2)c2ccccc2n1` (configuration not stated) gave CHT allo act inactive and OX1R antagonist -23.
Screening CCCCCNC(=O)c1c[nH]c2ccc(S(=O)(=O)N3CCC4(CC3)OCCO4)cc2c1=O returned CHT allo act inactive and OX1R antagonist -18.
Screening CSc1nc(C)c(CCOCc2ccc(F)cc2)c(=O)[nH]1 returned CHT allo act inactive and OX1R antagonist -19.
`O=c1[nH]n(Cc2ccccc2)c2ccccc12` gave CHT allo act inactive and OX1R antagonist -9.
Screening CCOc1ccc(-c2nnn(CCC(=O)O)n2)cc1OC returned CHT allo act inactive and OX1R antagonist -1.
For Cc1ccc(NC(=S)NNC(=O)c2ccccc2OC(F)F)cc1 the results were CHT allo act inactive and OX1R antagonist 4.

Gathered by group: those above with a nitro group on carbon (2)
Screening CCOc1ccccc1NC(=O)COc1cccnc1[N+](=O)[O-] returned OX1R antagonist -12.
For O=[N+]([O-])c1cccc(-c2nc(Oc3ccc(Cl)cc3)c3ccccc3n2)c1 the results were CHT allo act inactive and OX1R antagonist -15.

The listing picks up; the 5 compounds before the break are reprinted first.
Screening CCCCCNC(=O)c1c[nH]c2ccc(S(=O)(=O)N3CCC4(CC3)OCCO4)cc2c1=O returned CHT allo act inactive and OX1R antagonist -18.
Screening CSc1nc(C)c(CCOCc2ccc(F)cc2)c(=O)[nH]1 returned CHT allo act inactive and OX1R antagonist -19.
`O=c1[nH]n(Cc2ccccc2)c2ccccc12` gave CHT allo act inactive and OX1R antagonist -9.
Screening CCOc1ccc(-c2nnn(CCC(=O)O)n2)cc1OC returned CHT allo act inactive and OX1R antagonist -1.
For Cc1ccc(NC(=S)NNC(=O)c2ccccc2OC(F)F)cc1 the results were CHT allo act inactive and OX1R antagonist 4.
`CC(=O)O[C@H]1C[C@@H]2CC[C@@H]3[C@H](CC[C@@]4(C)[C@H]3C[C@H]([N+]3(C)CCCCC3)[C@@H]4OC(C)=O)[C@@]2(C)C[C@@H]1N1CCCCC1` gave CHT allo act 6.5* and OX1R antagonist 0.
Screening COCCNC(=O)/C(C#N)=C/c1ccc(OCc2ccc(F)cc2)cc1 returned CHT allo act inactive and OX1R antagonist -14.
`CCN(CC(=O)Nc1c(F)cccc1F)C(=O)COc1ccc2c(c1)CCC2` gave CHT allo act inactive and OX1R antagonist -25.
For CCc1ccc(NC(=O)CNC(=O)c2cn(-c3ccccc3OC)c(=O)c3ccccc23)cc1 the results were CHT allo act inactive and OX1R antagonist -39.
`O=c1[nH]cc(NCCc2ccccc2)c(=O)[nH]1` gave CHT allo act inactive and OX1R antagonist -11.
CCN(CC)CCNC(=O)c1ccc2c(=O)n(CCc3ccccc3)c(=O)[nH]c2c1 was read as CHT allo act inactive and OX1R antagonist -27.
Screening CCCCCCCCCCCC(=O)NC(C(=O)O)C(O)c1ccccc1 (configuration not stated) returned CHT allo act inactive and OX1R antagonist -5.
CCN(CC(=O)Nc1ccc(OC)cc1)C(=O)Cc1coc2cc(C)c(C)cc12 was read as OX1R antagonist -5.
Cn1cnnc1SCc1ccc(C(=O)N=Nc2c(O)n(Cc3ccc(Cl)cc3)c3ccccc23)cc1 was read as CHT allo act inactive and OX1R antagonist 1.
Screening Cc1cc(N2CCCCC2)nc(N)n1 returned CHT allo act inactive and OX1R antagonist -15.
Screening O=C(Nn1c(-c2ccccc2)nc2ccccc2c1=O)C1CCC1 returned CHT allo act inactive and OX1R antagonist -22.
Screening COc1ccc(CCCC(=O)Nc2cc(C)ccc2OC)cc1 returned CHT allo act inactive and OX1R antagonist -13.
COc1ccc(OCC(=O)Nc2c(C(=O)N3CCC(N4CCCCC4)CC3)oc3ccccc23)cc1 was read as CHT allo act inactive and OX1R antagonist -28.
`[O-]/C(=C(\C(=S)NCc1ccco1)[n+]1ccccc1)c1ccccc1Br` gave CHT allo act inactive and OX1R antagonist -3.
`CC(=O)Nc1ccc(NC(=O)COC(=O)c2ccccn2)cc1` gave CHT allo act inactive and OX1R antagonist -2.
`O=c1[nH]snc1-c1c(Cl)cccc1Cl` gave CHT allo act inactive and OX1R antagonist 0.
For Cc1ccc(/C=C2\CCC(C3CCCC3)C2=O)cc1 (configuration not stated) the results were CHT allo act inactive and OX1R antagonist -10.
CCOc1cc(/C=N/NC(=O)c2ccc(CSc3nncn3C)cc2)ccc1OCC(=O)N1CCOCC1 was read as CHT allo act inactive and OX1R antagonist -1.
`Cc1ccccc1OCC(=O)Nc1ccc(N2CCN(C)CC2)c(Cl)c1` gave CHT allo act inactive and OX1R antagonist -24.
Screening Cc1ccc(NC(=O)CC(=O)NCCN2CCOCC2)cc1 returned CHT allo act inactive and OX1R antagonist -5.
Screening CN(c1ccccc1)S(=O)(=O)c1cccc(NS(=O)(=O)c2ccc(/C=C/C(=O)O)cc2)c1 returned CHT allo act inactive and OX1R antagonist -8.
For Cc1cccc(NC(=O)CSc2nc3[nH]ncc3c(=O)[nH]2)c1C the results were CHT allo act inactive and OX1R antagonist -1.
For CC(=O)N1c2c(cc(Br)cc2S(=O)(=O)N2CCOCC2)CC1C (configuration not stated) the results were CHT allo act inactive and OX1R antagonist -18.
`COc1ccc(S(=O)(=O)N(C)c2ccc(C(=O)Nc3ccccc3C(=O)N3CCOCC3)cc2)cc1OC` gave CHT allo act inactive and OX1R antagonist -34.
Screening O=C(O)c1ccc(N/N=C/c2cc(Br)cs2)cc1 returned CHT allo act inactive and OX1R antagonist 3.
NNC(=O)Cn1c2ccccc2c2ccccc21 was read as CHT allo act inactive and OX1R antagonist -24.
`Cc1ccc(C)c(NC(=O)CN(C)C(=O)[C@@H](NC(N)=O)C(C)C)c1` gave CHT allo act inactive and OX1R antagonist -13.
Screening Cc1ccc(C(C(=O)NCC2CCCO2)N(C(=O)c2snc(C(N)=O)c2N)c2ccc(C(C)C)cc2)o1 (configuration not stated) returned CHT allo act inactive and OX1R antagonist -32.
Screening O=C(NC(Cc1ccccc1)C(=O)O)/C(=C\c1ccccc1)NC(=O)c1ccc(Br)o1 (configuration not stated) returned CHT allo act inactive and OX1R antagonist -14.
`S=c1[nH]nc(-c2ccco2)n1/N=C/c1c(Cl)cccc1Cl` gave CHT allo act inactive and OX1R antagonist -2.

4 entries drawn at random from those above:
`Cc1ccccc1OCC(=O)Nc1ccc(N2CCN(C)CC2)c(Cl)c1` gave CHT allo act inactive and OX1R antagonist -24.
`Cc1ccc(C)c(NC(=O)CN(C)C(=O)[C@@H](NC(N)=O)C(C)C)c1` gave CHT allo act inactive and OX1R antagonist -13.
For Cc1cccc(NC(=O)CSc2nc3[nH]ncc3c(=O)[nH]2)c1C the results were CHT allo act inactive and OX1R antagonist -1.
For Cc1ccc(/C=C2\CCC(C3CCCC3)C2=O)cc1 (configuration not stated) the results were CHT allo act inactive and OX1R antagonist -10.

Further results follow:
`COc1cccc(-c2nnc3sc(-c4cccs4)nn23)c1` gave CHT allo act inactive and OX1R antagonist -10.
`Cc1cc(O)c(NC(=O)c2cccc([N+](=O)[O-])c2)cc1C` gave CHT allo act inactive and OX1R antagonist 1.
`O=C(CCC(=O)N1CCOc2ccccc21)Nc1ccccc1Br` gave CHT allo act inactive and OX1R antagonist -14.
O=C(CCSc1nnc2scc(-c3ccccc3)n12)Nc1nc(-c2ccccc2)ns1 was read as CHT allo act inactive and OX1R antagonist -12.
Screening C=CCNC(=O)c1onc(CSc2ccccc2)c1C(=O)O returned CHT allo act inactive and OX1R antagonist -13.
Screening COc1cc(C(=O)Nc2ccc3c(c2)N(C(=O)CCN(C)C)c2ccccc2CC3)cc(OC)c1OC returned CHT allo act inactive and OX1R antagonist -23.
For CC(=O)c1cnc(Nc2cccc(Cl)c2Cl)s1 the results were CHT allo act inactive and OX1R antagonist -17.
COc1ccc([N+](=O)[O-])cc1NC(=O)C(C)OC(=O)CN1C(=O)C2CC=CCC2C1=O (configuration not stated) was read as CHT allo act inactive and OX1R antagonist -11.
O=C(COC(=O)c1cc(S(=O)(=O)N2CCOCC2)ccc1F)Nc1cc([N+](=O)[O-])ccc1F was read as OX1R antagonist -12.

Compound activity from PubChem BioAssay.
